Screening results: PubChem BioAssay, several laboratories
Efflux pump inh: inhibitors of Candida antifungal efflux pumps expressed in yeast | S. cerevisiae Candida pump triplex, Nile Red efflux | inhibition, % at 10 µM | hit rate 0.44% among 330,000;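 active means plate passing quality check with inhibition over a set limit, or well fluorescence over plate mean plus 4 SD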;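 further: Nile Red retained in pooled yeast measured as flow cytometry median fluorescence; 0% = buffer negative control and 100% = Enniatin B positive control; higher means more Nile Red kept so more efflux inhibition; some compounds called inactive have numbers as strong as hits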
CTSL1 counter: counter-screen for PFM18AAP inhibitors: inhibitors of F. hepatica cathepsin L1; recombinant F. hepatica cathepsin L1, Z-Leu-Arg-MCA fluorescence; inhibition, % at 5.96 µM; hit rate 0.49% among 300,000; AID 1906;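 active means inhibition above the mean of all tested compounds plus 3 SD, set per screening campaign, cut at about 17% in these data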;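 further: 0% = plate median of test compound wells and 100% = 1 µM Z-Phe-Ala-diazomethylketone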
TPT1 inhibitor: blocks Candida albicans tRNA 2'-phosphotransferase; recombinant caTPT1, FP RNA substrate dephosphorylation; inhibition, % at 5 µM; hit rate 0.81% among 300,000;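 active means inhibition above the mean of all tested compounds plus 3 SD, set per screening campaign, cut at about 24% in these data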;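 further: plate controls were DMSO alone for no effect and ferristatin control at 100 nM for full effect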
PP5 primary: inhibitors of human protein phosphatase 5 (PP5). P53041. purified PP5c, OMFP substrate fluorescence. inhibition, % at 6.7 µM. hit rate 0.18% among 320,000. AID 1987;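 active means inhibition above the campaign's mean inhibition across all tested compounds plus 3 SD, cut at about 9.5% in these data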;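 further: 0% = DMSO only and 100% = 100 µM cantharidin control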
Target sequence (P53041 whole entry, looked up): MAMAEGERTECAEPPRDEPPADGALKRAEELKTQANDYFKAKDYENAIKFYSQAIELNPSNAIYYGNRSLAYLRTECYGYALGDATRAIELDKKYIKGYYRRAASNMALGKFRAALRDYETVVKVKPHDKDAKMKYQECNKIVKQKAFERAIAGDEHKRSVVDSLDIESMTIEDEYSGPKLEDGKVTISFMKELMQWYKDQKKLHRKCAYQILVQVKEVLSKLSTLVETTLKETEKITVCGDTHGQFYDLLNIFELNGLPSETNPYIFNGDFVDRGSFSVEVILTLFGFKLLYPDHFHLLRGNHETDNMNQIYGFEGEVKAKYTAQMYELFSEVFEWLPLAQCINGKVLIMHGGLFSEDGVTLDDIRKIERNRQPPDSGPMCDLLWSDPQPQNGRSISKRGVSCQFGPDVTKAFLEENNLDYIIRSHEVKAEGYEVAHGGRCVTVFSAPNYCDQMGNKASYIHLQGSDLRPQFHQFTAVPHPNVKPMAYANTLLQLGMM
ZTA DNA inh: ZTA (EBV) inhibition in EBNA-1 counter-screen; ZTA-DNA binding, fluorescence polarization; inhibition, % at 11 µM; hit rate 0.15% among 320,000; AID 2234; in the data active means inhibition above about 33%
Target sequence (P03206 whole entry, looked up): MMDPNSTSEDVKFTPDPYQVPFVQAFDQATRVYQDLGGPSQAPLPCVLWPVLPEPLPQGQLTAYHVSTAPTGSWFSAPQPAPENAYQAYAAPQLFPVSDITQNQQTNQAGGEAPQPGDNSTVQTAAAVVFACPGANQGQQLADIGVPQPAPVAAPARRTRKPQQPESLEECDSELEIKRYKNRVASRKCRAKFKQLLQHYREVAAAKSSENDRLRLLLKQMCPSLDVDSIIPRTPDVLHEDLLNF
EBNA-1 inh: blocks EBNA-1 binding to DNA | EBNA-1 DNA binding, fluorescence polarization | inhibition, % at 14.8 µM | hit rate 0.34% among 300,000 | AID 1950; in the data active means inhibition above about 28%
PREPL inhibitor: human PREPL enzyme inhibition; Q4J6C6; hit rate 0.68% among 320,000; inhibition, % at 5.96 µM; recombinant PREPL, fluorescence polarization activity-based probe; AID 2751; in the data active means inhibition above about 43%;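 further: 0% = enzyme with DMSO and 100% = wells lacking enzyme; many of its hits are not listed in these tables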
PP1 inh: blocks human PP1-alpha phosphatase, a PP5 counter-screen; P62136; purified PP1alpha, OMFP fluorescence; inhibition, % at 6.7 µM; hit rate 0.9% among 320,000; AID 2235;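 active means inhibition above the mean inhibition of all tested compounds plus 3 SD, computed separately for each screening campaign, cut at about 15% in these data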
core dimer inh: blocks dimerization of HCV core protein. TR-FRET GST/Flag-core106 dimerization, 1536-well. inhibition, % at 5 µM. hit rate 0.33% among 300,000;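 active means inhibition above the mean of all tested compounds plus 3 SD, set per screening campaign, cut at about 45% in these data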
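Material: GST/Flag-tagged HCV core106 proteins. Incubation: 4 h, 22.5 °C incubation. Read-out basis: inhibition (%) from 671 over 617 nm ratio. Measured by: TR-FRET, excitation 340 nm, emission 617 and 671 nm.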
* marks the source's active call; other numbers are inactive results; · = no result given. This is a subset; the hit share may differ from the screen's.

SMILES	Efflux pump inh	CTSL1 counter	TPT1 inhibitor	PP5 primary	ZTA DNA inh	EBNA-1 inh	PREPL inhibitor	PP1 inh	core dimer inh
O=[N+]([O-])c1cc(S(=O)(=O)N2CCCC2)ccc1N/N=C/c1cccnc1	0.2	-1	0	1.6	-5	-10	5	-1	-12
CC1CCN(c2ccc3nnc(CCC(=O)NCC(C)c4ccccc4)n3n2)CC1 (stereo not drawn)	0.0	-2	-2	-2.4	8	-5	7	0	2
COc1cccc(-c2c(C(=O)N/N=C(\C)c3cccnc3)nnn2-c2nonc2N)c1	-0.1	-5	-2	-1.3	22	3	4	-2	-2
O=C(C1CCCCC1)N1CCN(c2ccnc3cc(Cl)ccc23)CC1	0.3	-4	6	0.2	-12	-3	12	-6	3
CN(C(=O)/C=C/c1ccc([N+](=O)[O-])s1)c1ccccc1	0.1	0	1	0.3	7	7	0	1	-2
Cc1cc(C)c(C(=O)Nn2c(C)nc3ccccc3c2=O)cc1C	-0.2	-3	-3	-0.1	13	-3	-7	0	1
CCOC(=O)N1CCC(Nc2cc(C)nc3c(-c4ccccc4OC)c(C)nn23)CC1	-0.3	-4	-5	1.5	13	1	-8	-2	6
O=C(NC1CCCCC1)C(c1cccnc1)N(CCc1ccccc1)C(=O)Cc1cccs1 (stereo not drawn)	0.3	-1	4	3.7	-3	-1	1	0	3
CC1CC(C)(C)NC(=S)N1CCC(=O)N1CCN(Cc2ccccc2)CC1 (stereo not drawn)	0.1	-3	0	0.0	-17	-2	4	2	-10
COc1ccc(C(=O)NCC(=O)N2CCN(C(=O)c3ccco3)CC2)cc1	-0.7	2	-3	0.7	2	-6	0	-2	-1
C=CCCCCCCCCc1nc(SCC(C)=O)n[nH]1	0.0	-2	0	2.3	3	0	-1	0	0
Cc1cc([N+](=O)[O-])nn1Cc1c(F)c(F)c(F)c(F)c1F	0.0	0	-1	1.9	4	6	3	-3	4
O=C(CN1CCN(c2ccccc2F)CC1)Nc1nnc(C(F)(F)F)s1	0.3	-6	-3	-1.5	-4	-9	15	-2	-1
O=C(CSc1nccn1Cc1ccccc1)Nc1nccs1	0.0	0	-4	1.9	-3	1	-2	-3	2
CC(=O)C1=C(O)C(=O)N(c2ccccn2)C1c1ccc(Cl)cc1 (stereo not drawn)	-0.1	-1	2	0.1	19	13	0	-20	3
NC(=O)C1CCN(C(=O)/C=C/c2ccccc2[N+](=O)[O-])CC1	-0.2	1	-1	-1.3	-2	5	-15	-4	-5
COc1ccc(N(C)S(=O)(=O)c2cccc(C(=O)NC3CCCC3)c2)cc1	0.1	-2	1	2.7	8	2	0	-2	1
COC(=O)c1cc(C(=O)NNC(=O)c2ccc3c(c2)OCO3)cc([N+](=O)[O-])c1	0.2	·	·	3.5	-3	·	34	5	·
O=C(Nc1ccc([N+](=O)[O-])cn1)c1ccc(Br)o1	0.2	1	-1	0.9	11	9	2	1	-9
O=S(=O)(Nc1cccc(-c2ccc3nncn3n2)c1)c1cccc(F)c1	-0.1	-1	-1	-2.7	-5	-9	-11	-4	-1

One compound at a time (already shown). Screens in order: Efflux pump inh	CTSL1 counter	TPT1 inhibitor	PP5 primary	ZTA DNA inh	EBNA-1 inh	PREPL inhibitor	PP1 inh	core dimer inh
`CC1CC(C)(C)NC(=S)N1CCC(=O)N1CCN(Cc2ccccc2)CC1` (stereo not drawn) in the list: 0.1	-3	0	0.0	-17	-2	4	2	-10
`Cc1cc(C)c(C(=O)Nn2c(C)nc3ccccc3c2=O)cc1C` in the list: -0.2	-3	-3	-0.1	13	-3	-7	0	1
`CN(C(=O)/C=C/c1ccc([N+](=O)[O-])s1)c1ccccc1` in the list: 0.1	0	1	0.3	7	7	0	1	-2

Other records follow.
SMILES	Efflux pump inh	CTSL1 counter	TPT1 inhibitor	PP5 primary	ZTA DNA inh	EBNA-1 inh	PREPL inhibitor	PP1 inh	core dimer inh
Cc1ccnc(NC(=O)CCC(=O)N(CC(=O)NC2CCCCC2)Cc2ccccc2)c1	0.0	-2	1	4.5	-20	-11	-2	1	2
CC12CCC(C(=O)Nc3ncc([N+](=O)[O-])s3)(OC1=O)C2(C)C (stereo not drawn)	-0.1	3	0	1.4	-13	-4	19	-6	0
COCCNC(=O)CSc1nc2cc(OC)c(OC)cc2c(=O)n1CCc1ccc(S(N)(=O)=O)cc1	0.1	0	0	-1.8	10	-4	-2	-1	-4
Cc1ccc(Cn2ccc(=O)c(OCc3c(Cl)cccc3Cl)c2C)cc1	0.2	1	4	5.0	-3	-16	6	10	4
O=C(CSC1CCCCC1)Nc1ccccc1Br	-0.5	-5	-1	3.4	-10	-11	2	3	-10
CCN(CC(=O)Nc1ccc(NC(C)=O)cc1)C(=O)/C=C/c1ccc2c(c1)OCO2	0.1	0	0	3.3	-11	-8	7	-4	-1
OCc1cccc[n+]1Cc1ccccc1	0.0	1	-4	-0.6	-8	5	-7	-1	-4
COc1cccc(NC(=O)CN(C)C(C)C(=O)Nc2ccc(S(=O)(=O)N3CCCC3)cc2)c1 (stereo not drawn)	-0.2	-1	1	1.6	-1	-3	-4	-1	-2
COc1ccc(NC(=O)C2COc3ccccc3O2)cc1 (stereo not drawn)	0.4	-1	0	-1.8	-6	-26	-4	3	-1
Cc1ccccc1-n1ncc2c1CC(C)(C)CC2NC(=O)CCN1CCCCC1=O (stereo not drawn)	-1.3	1	0	3.0	8	0	0	1	-3
COc1ccc(C2C(Oc3ccccc3)C(=O)N2c2cc(C)ccc2C)cc1OC (stereo not drawn)	0.2	-5	3	2.1	3	-1	12	2	5
COc1ccc(CNC(=O)c2c(O)c3ccccc3n(C)c2=O)cc1	0.0	-2	-1	-1.0	-1	5	-8	-1	4
S=C(Nc1ccccc1)Nc1nc2ccccc2n1CCOc1ccc(Cl)cc1	1.3	-4	-3	0.4	10	-1	-28	7	10
O=S(=O)(c1ccc(N2CCN(CCO)CC2)nc1)N1CCOCC1	0.2	5	1	-0.5	-2	-11	13	0	-2
COC(=O)C(Cc1ccc(OC(=O)c2ccccc2Cl)cc1)N1Cc2ccccc2C1=O (stereo not drawn)	-0.1	-1	-3	4.2	-3	7	27	2	9
CCOC(=O)CSc1nnc(-c2ccc(OC)cc2OC)o1	0.0	4	3	3.2	-4	-14	4	-1	1
CS(=O)(=O)c1ccccc1-c1nc(-c2cccc(Cl)c2)no1	0.2	-1	1	2.1	-3	-2	3	-2	3
COc1ccc2cc3cc(C(=O)NCc4ccco4)oc3nc2c1	-0.2	14	-3	-6.2	6	-6	10	0	6
Cc1cc(Oc2nc3ccccn3c(=O)c2/C=C(\C#N)C(=O)NC2CCS(=O)(=O)C2)ccc1Cl (stereo not drawn)	0.4	2	0	1.7	-4	-2	19	8	-4
O=C(NC1CCN(Cc2ccccc2)CC1)c1ccc2c(c1)[nH]c(=O)n2Cc1ccc(F)cc1	0.2	4	1	2.5	-14	-12	-24	0	-1
CN(C)CCCOC(=O)c1ccccc1Cl	0.0	6	1	1.1	6	1	-1	-2	1
O=c1c2cn[nH]c2[nH]c(=S)n1-c1cccc(Cl)c1	0.4	-3	3	2.4	-4	2	1	-1	-2
Cn1c2c(c(=O)n(C)c1=O)C(NC(=O)C(C)(C)C)(C(F)(F)F)C(=O)N2 (stereo not drawn)	-0.1	-4	-3	4.2	-21	-3	12	-1	-6
CCN(CCO)C(=O)c1ccc2nc(Cc3ccc(OC)cc3)oc2c1	0.0	0	-2	-0.3	-11	4	12	-3	-7
Cc1cc(SCc2ccc(Cl)c(Cl)c2)nc(=O)[nH]1	0.3	0	2	1.2	14	0	4	-1	2
CCCNC(=O)Nc1ccc(NC(C)=O)cc1	-0.1	-3	5	-2.9	1	-2	-1	-2	-1
COCCOc1ccc(C(F)(F)F)cc1NC(=O)CN1C(=O)NC2(CCc3ccccc32)C1=O (stereo not drawn)	0.0	0	-4	-0.3	5	-4	-4	-4	3
COCC(=O)NC1CC(C)(C)Cc2c1cnn2-c1ccc(F)cc1 (stereo not drawn)	0.1	-3	-1	3.6	-10	-3	2	2	-8
CC(C)(C)NC(=O)CN(C(=O)C(=O)Nc1ccc2c(c1)OCCO2)N1CCOCC1	-0.3	3	-3	0.2	-4	6	8	0	-5
O=C(NCC1CCCO1)c1ccc(NC(=O)C2CC=CCC2C(=O)O)cc1 (stereo not drawn)	0.1	-2	4	2.4	-2	-6	9	-1	-3
O=C(OCC(=O)N1CCN(c2ccccc2)CC1)c1nc(Cl)ccc1Cl	-0.1	-4	1	-0.4	-2	-3	19	-3	-3
C/[N+]([O-])=C\c1coc2ccccc2c1=O	0.0	-4	0	3.2	-4	-9	-1	1	-2
O=P(OC1CCCCC1)(OC1CCCCC1)C(O)c1ccc(Cl)cc1Cl (stereo not drawn)	-0.1	4	-1	2.8	-12	-5	20	1	2
CSCCC(NC(=O)c1ccccc1Cl)C(=O)NNC(=O)c1ccncc1 (stereo not drawn)	-0.1	3	0	-1.2	1	11	1	-1	0
CCCCNC(=S)Nc1ccccc1F	-0.1	1	3	1.4	-8	2	6	0	1
COc1ccc(Cl)cc1C(=O)NCCCSc1ccccc1	0.2	0	3	5.6	-8	-2	-6	-1	1
CCn1nnc(NC(=O)c2c(OC)cccc2OC)n1	0.1	1	-6	0.5	-14	2	3	-2	-4
CC(=O)COc1ccc2c(-c3ccccc3)cc(=O)oc2c1C	0.0	-4	1	2.2	-6	-6	2	0	3
Cc1ccc(O)c(C(=O)CC(=O)c2ccc(Cl)cc2)c1	-0.2	1	-1	0.9	1	9	-3	5	-1
COCCCN1CC(=O)N2C(c3cccc(OC)c3)c3[nH]c4ccccc4c3C[C@H]2C1=O (stereo partly drawn)	-0.1	-2	-4	4.2	-12	-9	11	3	-12
COC(=O)c1cnn2c(C(F)(F)F)cc(-c3ccccc3)nc12	0.6	0	0	1.9	-21	-1	13	-2	-2

Among those listed so far, nine have fluorine.
SMILES	Efflux pump inh	CTSL1 counter	TPT1 inhibitor	PP5 primary	ZTA DNA inh	EBNA-1 inh	PREPL inhibitor	PP1 inh	core dimer inh
Cc1cc([N+](=O)[O-])nn1Cc1c(F)c(F)c(F)c(F)c1F	0.0	0	-1	1.9	4	6	3	-3	4
O=C(CN1CCN(c2ccccc2F)CC1)Nc1nnc(C(F)(F)F)s1	0.3	-6	-3	-1.5	-4	-9	15	-2	-1
O=S(=O)(Nc1cccc(-c2ccc3nncn3n2)c1)c1cccc(F)c1	-0.1	-1	-1	-2.7	-5	-9	-11	-4	-1
O=C(NC1CCN(Cc2ccccc2)CC1)c1ccc2c(c1)[nH]c(=O)n2Cc1ccc(F)cc1	0.2	4	1	2.5	-14	-12	-24	0	-1
Cn1c2c(c(=O)n(C)c1=O)C(NC(=O)C(C)(C)C)(C(F)(F)F)C(=O)N2 (stereo not drawn)	-0.1	-4	-3	4.2	-21	-3	12	-1	-6
COCCOc1ccc(C(F)(F)F)cc1NC(=O)CN1C(=O)NC2(CCc3ccccc32)C1=O (stereo not drawn)	0.0	0	-4	-0.3	5	-4	-4	-4	3
COCC(=O)NC1CC(C)(C)Cc2c1cnn2-c1ccc(F)cc1 (stereo not drawn)	0.1	-3	-1	3.6	-10	-3	2	2	-8
CCCCNC(=S)Nc1ccccc1F	-0.1	1	3	1.4	-8	2	6	0	1
COC(=O)c1cnn2c(C(F)(F)F)cc(-c3ccccc3)nc12	0.6	0	0	1.9	-21	-1	13	-2	-2
